RGS4 block: human RGS4 inhibition. HEK293 M3R/RGS4 inducible, Fluo-4 calcium flux; hits give high values; triggered by carbachol at its EC20. actives 0.45% (n = 310,000). AID 463165. P49798. B-score at 10 µM;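 active = B-score, a plate-corrected calcium signal, over three deviations above library mean, with baseline fluorescence within five deviations of library mean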;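 also: RGS4 expression induced by doxycycline in cells with stable M3 receptor; B-score is computed from the integrated fluorescence ratio over baseline after carbachol; higher B-score means a larger calcium signal and so more RGS4 inhibition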
GSK3beta inhib: human GSK3beta kinase inhibition; GST-GSK3beta kinase, ADP-Glo luminescence, 60 min; hits give low values; activity score (negative = inhibition), % at 10 µM; actives 0.038% (n = 300,000); AID 2097; P49841;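 active = more than half of replicate wells score below -50%, meaning over 50% inhibition versus plate controls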;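 also: 0% = median DMSO wells and -100% = median GW8510 positive control wells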
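Assay system: GST-fused GSK3beta enzyme, cell-free / Medium: Tris pH 7.5 buffer with MgCl2, DTT, BSA, heparin / Also added: peptide substrate plus 25 µM ATP (final) / Compound: 10 µM single point / Timing: kinase reaction with compound 60 min at room temperature / Detection: ADP-Glo luminescence / Benchmarks: DMSO neutral wells and GW8510 at 20 µM as positive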
RGS4 act: potentiators or activators of RGS4 | AID 463111 | actives 0.92% (n = 310,000) | B-score at 10 µM | HEK293 M3R/inducible RGS4, carbachol calcium flux Fluo4; hits give low values;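 active = B-score of the integrated calcium signal more than 4 SD below the library mean, with starting fluorescence not abnormally high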;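 also: negative B-score means reduced calcium response which marks RGS4 activation or potentiation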
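Material: M3R-expressing HEK293 line, RGS4 induced by doxycycline | Schedule: Overnight RGS4 induction, 30 min dye load 37 °C, 20 min compound RT | Measured by: Fluo4 fluorescence kinetic imaging of calcium | Read-out: Integrated calcium ratio converted to B score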
KCNK9 block: human KCNK9 channel inhibition. B-score at 10 µM. actives 1.2% (n = 310,000). AID 488922. HEK293 KCNK9, FluxOR thallium flux fluorescence; hits give low values;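 active = ratio B-score over 3 SD below the library mean, with starting fluorescence within 5 SD of its mean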;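 also: negative B-score means less thallium flux so channel inhibition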
Target sequence (Q9NPC2 whole entry, looked up): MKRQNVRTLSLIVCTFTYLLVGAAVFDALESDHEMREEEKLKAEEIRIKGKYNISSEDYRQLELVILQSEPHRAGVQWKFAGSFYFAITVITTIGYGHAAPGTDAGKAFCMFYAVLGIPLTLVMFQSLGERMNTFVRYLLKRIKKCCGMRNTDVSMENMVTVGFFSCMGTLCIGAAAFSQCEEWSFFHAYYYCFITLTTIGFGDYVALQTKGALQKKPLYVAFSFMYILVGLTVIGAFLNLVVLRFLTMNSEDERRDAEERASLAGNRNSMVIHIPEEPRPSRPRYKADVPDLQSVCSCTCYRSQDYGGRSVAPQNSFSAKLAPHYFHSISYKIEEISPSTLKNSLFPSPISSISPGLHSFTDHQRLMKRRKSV
DYRK1A inh: blocks rat Dyrk1A kinase activity; ADP-Glo luminescence, NFATc1 peptide; inhibition, % at 12.5 µM; actives 0.43% (n = 310,000); in the data active = inhibition above about 50%;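 also: plate controls were vehicle with enzyme for no effect and no enzyme for full effect; many of its hits are not listed in these tables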
KCNQ1 pot: potentiators or activators of human KCNQ1 potassium channel; CHO-K1 KCNQ1, thallium flux FluxOR fluorescence; hits give high values; B-score at 10 µM; actives 0.35% (n = 310,000); AID 2648;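 active = fluorescence ratio B-score, a plate-corrected score, at least three library SD, with initial intensity B-score within 5 SD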
Target sequence (P51787 whole entry, looked up): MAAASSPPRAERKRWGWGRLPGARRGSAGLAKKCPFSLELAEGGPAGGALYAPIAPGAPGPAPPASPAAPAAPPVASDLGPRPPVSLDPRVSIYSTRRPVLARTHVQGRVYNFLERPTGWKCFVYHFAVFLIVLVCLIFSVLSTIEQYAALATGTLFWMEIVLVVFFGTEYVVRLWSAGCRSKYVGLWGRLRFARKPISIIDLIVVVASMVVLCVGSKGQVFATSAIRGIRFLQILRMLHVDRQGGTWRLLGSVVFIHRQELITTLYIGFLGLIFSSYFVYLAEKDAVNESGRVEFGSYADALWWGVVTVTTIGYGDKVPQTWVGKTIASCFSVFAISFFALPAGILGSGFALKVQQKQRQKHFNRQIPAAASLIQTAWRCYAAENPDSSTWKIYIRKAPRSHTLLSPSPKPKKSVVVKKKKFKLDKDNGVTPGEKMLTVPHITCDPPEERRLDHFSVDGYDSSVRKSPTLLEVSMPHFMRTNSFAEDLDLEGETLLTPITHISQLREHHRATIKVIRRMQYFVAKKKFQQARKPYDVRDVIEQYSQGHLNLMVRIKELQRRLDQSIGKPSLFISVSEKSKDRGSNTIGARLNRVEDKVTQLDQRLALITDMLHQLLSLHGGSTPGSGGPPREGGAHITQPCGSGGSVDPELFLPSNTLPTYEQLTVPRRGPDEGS
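Assay system: CHO-K1 cells stably expressing KCNQ1; Medium: assay buffer with matched DMSO; Also added: K+/Tl+ depolarizing stimulus; Dosing: single dose; Timing: dye 90 min, compound 20 min, room temperature; Measured by: kinetic FluxOR thallium fluorescence, 10-s 1-Hz baseline, 110-s post-stimulus read; Read-out: peak-minus-minimum fluorescence over initial fluorescence, negative-control normalized, B-scored.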
KCNK3 block: human KCNK3 channel inhibition, primary screen | actives 0.84% (n = 340,000) | AID 602410 | CHO-KCNK3 thallium flux, FluxOR fluorescence; hits give low values | O14649 | B-score at 10 µM;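 active = B-score under library mean minus 4 SD, starting fluorescence ratio at most library mean plus 5 SD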;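 also: more negative B-score means stronger inhibition of thallium flux through KCNK3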
PolyA inhibitor: inhibitors of polyadenylation in S. cerevisiae; S. cerevisiae SKY197-pL101 polyadenylation reporter, beta-gal luminescence; efflux-impaired pdr1/pdr3 knockout yeast; score 100 = 6 SD above DMSO; actives 0.02% (n = 300,000); calls only at 12 µM;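 active = lowest replicate activity score at least 50, where 100 means six control SD above control mean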;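 also: yeast exposed to compound for 9 h at 30 °C; higher score means more reporter readthrough which indicates perturbed polyadenylation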
KCNQ1 inh: inhibitors of human KCNQ1 potassium channel; B-score at 10 µM; CHO-K1 KCNQ1, FluxOR thallium flux fluorescence; hits give high values; actives 1.3% (n = 310,000); AID 2642;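 active = compounds whose thallium flux B-score, printed positive for inhibition, exceeds three library SD while starting fluorescence stays within three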;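 also: channel opened by potassium depolarization with thallium stimulus after 20 min compound exposure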
GSK3 alpha inh: blocks human GSK-3 alpha kinase | actives 0.1% (n = 320,000) | P49840 | inhibition, % at 10 µM | ADP-Glo luminescence, 60 min;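 in the data active = inhibition above about 50%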;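 also: GST-tagged GSK-3 alpha with peptide substrate and 25 µM ATP; 0% = DMSO neutral wells and 100% = GW8510 positive control wells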
hERG rescue: hERG (human) protection from proarrhythmic block | Q12809 | CHO-hERG, FluxOR thallium flux, dofetilide IC70 present | activation (rescue from dofetilide block), less the hit threshold, % at 10 µM | actives 0.51% (n = 310,000);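 active = activation above the mean of controls blocked by dofetilide plus 5 SD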;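 also: thallium influx through hERG after potassium depolarization seen as dye fluorescence rise; in these data hits start at about 4.7%; inactives centre near -7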
* = called active by the depositor; i = inactive; nt = not tested or not shown. An excerpt (hit frequency here may not be typical).

SMILES | RGS4 block | GSK3beta inhib | RGS4 act | KCNK9 block | DYRK1A inh | KCNQ1 pot | KCNK3 block | PolyA inhibitor | KCNQ1 inh | GSK3 alpha inh | hERG rescue
Cc1nc(N)sc1-c1csc(Nc2ccccn2)n1 | i | 1.3 | i | i | 11.7 | i | i | i | i | nt | -6.0
Cc1ccc(-n2c(C)cc(C(=O)CSc3nncs3)c2C)cc1 | i | -15.7 | i | i | -2.1 | i | i | i | i | -3.3 | -7.7
COc1ccc(C)cc1NC(=O)C(=O)N/N=C(\C)CC(=O)Nc1cccnc1 | i | 1.1 | i | i | -4.1 | i | i | i | i | -2.4 | -12.4
Cc1cc(Nc2ccc(Br)cc2F)n2nc(C)nc2n1 | i | 2.9 | i | i | 1.8 | i | i | i | i | -2.2 | -4.8
CCOC(=O)c1cc2ccc(OC(=O)c3ccco3)cc2oc1=O | i | -5.4 | i | i | 5.0 | i | i | i | i | -1.9 | -7.7
Cc1cccc(NC(=O)Cn2c(=O)oc3ccccc32)c1C | i | 2.9 | i | i | -4.7 | i | i | i | i | -0.2 | -5.5
COc1cc(/C=N/NC(=O)c2ccncc2)c([N+](=O)[O-])cc1OC | i | -2.7 | i | i | 2.8 | i | i | i | i | 1.7 | -7.4
Cc1ccc(S(=O)(=O)n2ccc(-c3cccc(OCc4c(F)cccc4Cl)c3)n2)cc1 | i | -1.2 | i | i | -0.6 | i | i | i | i | -2.5 | -11.0
Clc1ccccc1/C=N/c1cc(-c2ccccc2)nn1-c1ccccc1 | i | -1.3 | i | i | -5.1 | i | i | i | i | -1.0 | -10.1
COc1ccc(NC(=O)COc2ccc(/C=C/c3cc[n+](C)cc3)cc2OC)cc1 | i | -0.7 | i | i | 3.6 | i | i | i | i | 1.7 | -17.8
COc1ccc(-c2cc(C(=O)OC3CCOC3=O)c3ccccc3n2)cc1OC (stereo not drawn) | i | 0.0 | i | i | 19.1 | i | i | i | i | -1.0 | -8.2
CCN(CC)C(=O)c1cc(C(C)(C)C)c(O)c(C(C)(C)C)c1 | i | 1.7 | i | i | -5.5 | i | i | i | i | -0.6 | -5.9
O=C(N/N=C/c1coc2ccccc2c1=O)c1cc(Br)ccc1O | i | 1.4 | i | i | 1.6 | i | i | i | i | 0.2 | -7.3
O=C(O)CCCCCCCCCC[n+]1ccccc1 | i | -1.6 | i | i | 8.6 | i | i | i | i | -1.6 | -3.0
C/C(=N\Nc1ccccn1)c1ccc(C#N)cc1 | i | -2.9 | i | i | 3.5 | i | i | i | i | 1.7 | -8.6
COc1ccc(N2CCN(S(=O)(=O)c3cn(C)cn3)CC2)cc1 | i | -2.1 | i | i | 1.2 | i | i | i | i | -0.2 | -5.3
COc1cc(C2c3c(n[nH]c3C)C(=O)N2c2ccc(C)cc2)ccc1O (stereo not drawn) | i | 0.6 | i | i | -4.6 | i | i | i | i | 4.7 | 0.4
O=C(Nc1ccccc1C(=O)Nc1ccc(F)cc1)c1ccco1 | i | 1.7 | i | i | -4.6 | i | i | i | i | -0.2 | -6.9
O=c1[nH]nc(SCc2ccccc2)c(=O)[nH]1 | i | 0.9 | i | i | 3.6 | i | i | i | i | 1.1 | -6.8
CC(C)c1nc(SCC(=O)NCC2CCCO2)c2c(=O)n(C)c(=O)n(C)c2n1 (stereo not drawn) | i | 1.9 | i | i | -0.5 | i | i | i | i | 0.6 | -6.9
CCOc1ccc(-c2cccc(NS(=O)(=O)c3cc([N+](=O)[O-])ccc3Cl)c2)nn1 | i | 5.5 | i | i | 12.1 | i | i | i | i | nt | -9.2
Cc1ccc(F)c(C2C3C=CCC(c4cccc(-c5ccc(N(C)C)cc5)c4)C3C(=O)N2Cc2ccccc2)c1 (stereo not drawn) | i | -0.2 | i | i | 2.5 | i | i | i | i | -0.9 | -16.1
CC(=O)Nc1ccc(N2CCN(C(C)=O)CC2)cc1 | i | 1.1 | i | i | -3.2 | i | i | i | i | -1.7 | -8.4
Cc1cnc(NC(=O)C2CCCC2)s1 | i | -12.1 | i | i | 6.7 | i | i | i | i | 31.8 | -1.7
O=C(O)c1cc2nc(-c3ccc(F)cc3)cc(C(F)(F)F)n2n1 | i | -5.8 | i | i | -0.4 | i | i | i | i | 8.4 | -6.8
SMILES | RGS4 block | GSK3beta inhib | RGS4 act | KCNK9 block | DYRK1A inh | KCNQ1 pot | KCNK3 block | PolyA inhibitor | KCNQ1 inh | GSK3 alpha inh | hERG rescue
CC1(c2ccc([N+](=O)[O-])cc2)NC(=O)N(CC(=O)Nc2ccc(N3CCCCC3)cc2)C1=O (stereo not drawn) | i | -4.0 | i | i | 16.8 | i | i | i | i | -1.2 | -13.5
COC(=O)CCCC1=CC2=C(c3ccccc3)C(=O)C(C)(OC(=O)C3CCCC3)C(=O)C2=CN1Cc1ccc(OC)cc1 (stereo not drawn) | i | -0.8 | i | i | 3.3 | i | i | i | i | -0.2 | -14.7
COc1ccccc1C(CNC(=S)NCc1ccccc1)N1CCCC1 (stereo not drawn) | i | -0.1 | i | i | -13.8 | i | i | i | i | -9.8 | -5.5
O=C(Cn1nc(C(F)(F)F)cc1C1CC1)NCc1ccccc1F | i | -2.1 | i | i | -3.1 | i | i | i | i | -0.7 | -2.7
COC(=O)c1ccccc1NC(=O)CCc1ccccc1 | i | 0.6 | i | i | 5.0 | i | i | i | i | -2.0 | -6.5
O=C(N/N=C\c1coc2ccccc2c1=O)c1ccco1 | i | 4.7 | i | i | nt | i | i | i | i | 0.0 | -4.7
O=[N+]([O-])c1ncn(Cc2ccccc2Cl)n1 | i | -3.7 | i | i | 3.1 | i | i | i | i | -2.7 | -1.1
O=C(O)CC(c1cccc(Cl)c1)n1cccc1 (stereo not drawn) | i | 3.7 | i | i | 1.8 | i | i | i | i | -5.1 | -1.8
O=C(CSc1nc2ccccc2nc1SCC(=O)N1CCOCC1)N1CCOCC1 | i | 3.6 | i | i | 0.3 | i | i | i | i | 1.2 | -0.1
Cc1nc(C(=O)Nc2ccc(Cl)cc2)sc1C1(C)CC(c2cccc([N+](=O)[O-])c2)=NO1 (stereo not drawn) | i | 2.2 | i | i | 3.0 | i | i | i | i | -3.0 | -6.5
COc1cc2c(cc1OC)CN(C(=S)Nc1ccc(Cl)cc1)CC2 | i | -1.9 | i | i | -6.7 | i | i | i | i | 1.6 | -3.5
Cc1ccc(OCc2nnc(SCC(=O)Nc3ccc(N4CCOCC4)cc3)o2)cc1 | i | nt | i | i | 2.2 | i | i | i | i | -1.4 | -6.5
COc1ccc(NC(=O)CN(c2ccccc2F)S(=O)(=O)c2ccc(C)cc2)c(OC)c1 | i | -2.6 | i | i | nt | i | i | i | i | -10.1 | -7.4
COc1cccc(N2CCN(C(=S)Nc3ccccc3OC)CC2)c1 | i | 0.7 | i | i | -5.3 | i | i | i | i | -4.5 | -0.2
Cc1cc(/C=N/NC(=O)CC#N)c(C)n1-c1ccc([N+](=O)[O-])cc1 | i | -1.7 | i | i | 1.0 | i | i | i | i | -5.5 | -10.4
C=CCOc1ccc(/C=C2\SC(N3CCCCC3)=NC2=O)cc1 | i | -0.7 | i | i | 9.4 | i | i | i | i | -0.5 | -5.0
COc1ccc(NC(=O)CSc2ccc3nnc(-c4ccccn4)n3n2)cc1 | i | -2.7 | i | i | nt | i | i | i | i | -2.8 | -3.6
CC(=O)C1=C(Nc2ccc(C)cc2)CC(C)(O)C(C(C)=O)C1c1ccco1 (stereo not drawn) | i | -2.3 | i | i | 3.8 | i | i | i | i | 0.3 | -12.1
COc1ccc(-c2cc(C(=O)NN)[nH]n2)cc1 | i | -0.8 | i | i | 0.0 | i | i | i | i | -2.4 | -6.5
O=C(Nc1ccc2c(c1)OCO2)N1CCN(C/C=C/c2ccccc2)CC1 | i | 4.6 | i | i | 7.2 | i | i | nt | i | 3.6 | -6.1
COc1cccc2sc(Nc3nc(-c4cc5ccccc5oc4=O)cs3)nc12 | i | 1.3 | i | -7.31* | -2.8 | i | i | i | i | -0.5 | -1.5
COc1ccc(-n2ccn3c(CCC(=O)N4CCN(c5cccc(C)c5C)CC4)nnc3c2=O)cc1 | i | -2.8 | i | i | 2.6 | i | i | i | i | 2.6 | -8.1
O=c1[nH]c2ccccc2nc1/C=C(\O)C(F)F | i | 2.0 | i | i | 0.0 | i | i | i | i | 1.6 | -4.4
CSCCC(NC(=O)c1ccc(Cl)cc1Cl)C(=O)OCC(N)=O (stereo not drawn) | i | 2.0 | i | i | -6.8 | i | i | i | i | -4.9 | -11.8
COc1ccccc1NC(=O)C(C)OC(=O)CC1CCCC1 (stereo not drawn) | i | 0.1 | i | i | -6.6 | i | i | i | i | 2.4 | -8.3
SMILES | RGS4 block | GSK3beta inhib | RGS4 act | KCNK9 block | DYRK1A inh | KCNQ1 pot | KCNK3 block | PolyA inhibitor | KCNQ1 inh | GSK3 alpha inh | hERG rescue
CC(C)Cc1cc(C(=O)N2CCCC(CO)(Cc3ccc(F)cc3F)C2)n[nH]1 (stereo not drawn) | i | -0.3 | i | i | 0.0 | i | i | i | i | 4.2 | -7.2
O=C(C1CC1)N1CCN=C1SCc1ccccc1Cl | i | 0.8 | i | i | -7.7 | i | i | i | i | -0.6 | -4.8
Cc1cc(NC(=O)CC(C)C)c(=O)n(Cc2cccc(F)c2)c1 | i | -2.5 | i | i | 3.0 | i | i | i | i | -1.4 | -4.2
CCCCSc1nnc(CNC(=O)C23CC4CC(CC(C4)C2)C3)n1Cc1ccccc1 | i | 1.0 | i | i | -6.3 | i | i | i | i | 1.7 | -5.5
CCOc1cccc(CNn2cnnc2)c1OCc1ccccc1Cl | i | 1.7 | i | i | 11.3 | i | i | i | i | 0.1 | -11.9
C/C(=N\NC1=NCCN1)c1ccc(Cl)cc1 | i | 3.4 | i | i | -1.2 | i | i | i | i | 0.9 | -5.3
Cc1ccc(N2C(=O)CC(C)(C)CC2=O)cc1Cl | i | -7.4 | i | i | 2.4 | i | i | i | i | -2.7 | -7.3
Cc1ccc(S(=O)(=O)NCC(c2ccco2)S(=O)(=O)c2ccccc2)cc1 (stereo not drawn) | i | 0.1 | i | i | 2.3 | i | i | i | i | 0.1 | -7.1
O=C(Nc1ccc(S(=O)(=O)NCCc2ccccc2)cc1)c1ccc(Br)o1 | i | 1.4 | i | i | -4.0 | i | i | i | i | -0.7 | -18.0
CC#CC(=O)N1CCCC(C(=O)c2ccc(SC)cc2)C1 (stereo not drawn) | i | 2.4 | i | i | nt | i | i | i | i | 2.7 | -1.4

Screening data deposited in PubChem BioAssay by several laboratories.
